TbPYK inhibitor – blocks Trypanosoma brucei pyruvate kinase | Q57TT1 | TbPYK enzyme, Kinase-Glo Plus ATP luminescence, 45 min | Potency, µM (titrated, usually from 76.8 µM), without a hit: top-dose activity, negative = inhibition, actives largely listed as inhibitors | hit rate 0.12% among 410,000 | AID 624173; active = well fitted inhibition curve with a large enough effect; also: nearly all actives have a fitted effect of over 50% in size
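Quantitative HTS: titrated library compounds versus trypanosomal pyruvate kinase in TEA buffer (pH 7.2) containing KCl, MgCl2, BSA and Tween-20. Reactions were initiated with ADP, 130 uM final. Kinase-Glo Plus luminescence was read after 45 min at RT.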
* hit, by the source's call; & = joins results of further samples; [ ] = remark or other dose. % is scaled to controls: 0 for no effect and ±100 for the full control effect; potency is read from the fitted curve at half-maximal effect. Only part of the results is shown. The share of hits here may be higher or lower than overall.

entry	molecule	TbPYK inhibitor
1	CCN(c1ccc(OC)cc1)S(=O)(=O)c1c(C(=O)N2CCCCCC2)c(C)n(C)c1C	-2%
2	Cc1ccccc1CSc1nc2cccnc2n1Cc1ccc(C(=O)NC2CC2)cc1	2%
3	Cc1cn2c(=O)cc(COC(=O)COc3ccccc3C)nc2s1	0%
4	CCc1cccc(NC(=O)CN(c2ccc(C)c(C)c2)S(=O)(=O)c2ccsc2C(=O)OC)c1	5%
5	CCNc1ncc2nc(CCc3ccccc3)c(=O)n(CCOC)c2n1	-5%
6	CCN(CCc1ccccc1)c1ccc2c(c1)C1CC2CCN1C(=O)OCc1ccccc1 (stereo not drawn)	-18%
7	OC1COCOC1C(O)C1OCOCC1O (stereo not drawn)	-2%
8	COc1ccc(-c2nc3ccc(C)cn3c2Nc2ccc3c(c2)OCO3)cc1	-8%
9	CCn1cc(C(=O)N2CCN(c3ccc(F)cc3)CC2)c(=O)c2cc(S(=O)(=O)N3CCOCC3)ccc21	4%
10	O=c1c(-c2ccccc2)nc2cnc(N3CCNCC3)nc2n1Cc1ccc(F)cc1	1%
11	CCOc1ccccc1NC(=O)Cn1c(=O)n(CCCC(=O)NCc2ccc(C)cc2)c(=O)c2ccccc21	3%
12	COCCn1c(C)cc(O)c(C(c2ccccc2F)N2CCN(c3ccccc3)CC2)c1=O (stereo not drawn)	9%
13	CCCCN(C)c1c(C)nc2ccc(C(=O)NCc3ccc(OC)cc3)cn12	4%
14	N#Cc1nc(-c2ccc(COc3ccccc3)o2)oc1N1CCN(c2ccccc2)CC1	1%
15	CCOc1ccc2nc(N3CCCC(C(=O)Nc4cccc(Cl)c4C)C3)sc2c1 (stereo not drawn)	0%
16	CC(C)C[C@H]1CN([C@@H](Cc2ccccc2)CN2CCC[C@@H]2CN2C(=O)C(=O)NC[C@@H]2Cc2ccc(O)cc2)C(=O)C(=O)N1CC1CCCCCC1	4%
17	CC1=C(C(=O)N(C)C)CC(CC(=O)NC2CCCC2)C(=O)N1CCCN1CCCC1=O (stereo not drawn)	-10%
18	CC(=O)N1CCc2cc(NC(=O)C3(C)CCN3Cc3ccccc3Cl)ccc21 (stereo not drawn)	-2%
19	COc1cccc(CNC(=O)C2=C(C)C(=O)OC23CCN(C(C)=O)CC3)c1OC	-3%[15.4 µM]
20	O=C(CN1C=NS(=O)(=O)c2ccccc21)Nc1ccc(Br)cc1	0%
21	O=C1c2ccccc2-c2onc3c(N4CCN(C5CCCCC5)CC4)cc(NCCO)c1c23	-5%
22	CC(NC(=O)Cn1c(-c2cccs2)cc2cc(F)ccc21)c1ccccc1 (stereo not drawn)	3%
23	COc1ccc(OC)c(C(=O)CSc2ncc3c(n2)-c2ccccc2N(Cc2ccccc2C)S3(=O)=O)c1	-4%
24	CC(C)CCNC(=O)Cc1ccc(NC(=O)N2CCCCc3ccccc32)cc1	-2%
25	CCOc1ccc(CNC(=O)C2CCN(S(=O)(=O)N3CCC(C)CC3)CC2)cc1OC	3%&-6%
26	COC(=O)C1=C(CCc2ccccc2)NC(=O)NC1c1ccc([N+](=O)[O-])cc1 (stereo not drawn)	4%
27	C#CC1(OC(C)=O)CCC2C3CCC4=CC(OC(C)=O)CCC4C3CCC21C (stereo not drawn)	-9%
28	CCN1CCN(c2nc3c(S(=O)(=O)c4ccc(C)cc4)nnn3c3ccsc23)CC1	0%
29	CCn1c(SCC(=O)Nc2c(C)cccc2C)nnc1-c1nonc1NC(C)=O	-2%
30	CCC(C)C(CO)NCCCn1cnc2c(OC)ncnc21 (stereo not drawn)	-4%
31	O=C(NC(c1ccccc1)c1ccc2ccccc2n1)C1CCN(CCOc2ccc(Cl)cc2Cl)CC1 (stereo not drawn)	5%
32	CCOc1ccc(N2CC(NC(=O)c3ccc(S(=O)(=O)N4CCCCC4)cc3)CC2=O)cc1 (stereo not drawn)	4%
33	COCCOC(=O)c1c(C)n(S(=O)(=O)c2ccc(C)cc2)c2ccc(NS(=O)(=O)c3ccc(C)cc3)cc12	0%
34	CCC(C)NC(=O)c1cc2n(n1)CCCN(Cc1ccc(C)cc1)C2=O (stereo not drawn)	0%
35	CC1CCN(C(=O)COC(=O)c2cccc(S(=O)(=O)N3CCOCC3)c2)CC1	1%
36	Cc1ccccc1NC(=O)C1CCN(C(=O)c2cnn(-c3ccccc3)c2-n2cccc2)CC1	-2%
37	CCOC(=O)C1CCCN(C(=O)c2ccc3c(c2)N(Cc2ccccc2)C(=O)c2ccccc2S3(=O)=O)C1 (stereo not drawn)	15%
38	COC(=O)c1cc(=O)nc(NN=Cc2ccc(C)cc2)s1	-21%
39	COc1ccccc1NC(=O)CSc1nnc2c3ccccc3n(C)c2n1	2%
40	Cc1ccc2oc(=O)c3cc(C(=O)NCc4ccc(Cl)cc4)sc3c2c1	2%
41	COc1cc(C=CC(=O)N2CCN(CC(=O)N3CCCC3)CC2)cc(OC)c1OC	0%
42	Cc1ccc2c(=O)cc(C(=O)Nc3ccc(S(=O)(=O)N4CCCCC4C)cc3)oc2c1C (stereo not drawn)	-7%
43	CCOc1ncnc2c1sc1nc3c(cc12)COC(C)(C)C3	-2%
44	CCN(CC)CCCC(C)Nc1nccc2cccc(Cl)c12 (stereo not drawn)	-13%
45	Cc1ccc(N2CC(NC(=O)Cc3cccs3)CC2=O)cc1 (stereo not drawn)	-6%
46	CCc1nc2c(OCCOc3ccc(F)cc3)cccn2c1N(C)C(=O)CC(C)C	5%
47	O=c1cc(-c2ccccc2)nc(Sc2ccc([N+](=O)[O-])cc2[N+](=O)[O-])[nH]1	-16%
48	OCC1OC(Nc2ccccc2C=NO)C(O)C1O (stereo not drawn)	-10%
49	COc1ccc(C(NC(=O)C2CCN(Cc3ccc(Oc4ccccc4)cc3)CC2)c2ccccc2C)cn1 (stereo not drawn)	-1%
50	CCc1cc(=O)oc2cc(OS(C)(=O)=O)ccc12	0%
51	CN(C)CCCN(C(=O)c1ccc(Br)s1)c1nc2ccc(F)cc2s1	4%
52	Cc1ccccc1C(=O)Nc1c(C(=O)Nc2cccc(F)c2)oc2ccccc12	-4%
53	CCOC(=O)c1cc(C)n(CC2CCC(C(=O)Nc3cccc(C)c3)CC2)c1C (stereo not drawn)	2%
54	COCCCNc1ncnc2onc(-c3ccc(F)cc3)c12	-8%
55	Cc1ccc(-c2nnc(Nc3cccc(Br)c3)c3ccccc23)cc1S(=O)(=O)N1CCN(C)CC1	4%
56	Cc1ccc2onc(CNC(=O)NCc3ccc(Cl)cc3)c2c1	3%
57	COc1ccccc1NC(=S)NNC(=O)c1ccccc1	-12%
58	Cc1ccc(-c2cc(C(=O)N3CC4(C)CC3CC(C)(C)C4)no2)cc1 (stereo not drawn)	9%
59	Cc1ccc(-c2nnc(SCC(=O)N3CCc4ccccc43)o2)cc1	-2%
60	COc1ccc(C(=O)Nc2ccc3c(c2)OCO3)cc1S(=O)(=O)N1CCOCC1	1%

Next part.
entry	molecule	TbPYK inhibitor
61	O=C(c1[nH]c(C(F)(F)F)nc1-c1ccccc1)N1CCC(Cc2ccccc2)CC1	12%
62	Cc1cccc(N(C)C(=O)CN(C)S(=O)(=O)c2ccc3[nH]c4c(c3c2)CCCC4)c1	-10%
63	COc1ccc(S(=O)(=O)Nc2cc3c(cc2NCc2ccccc2)n(C)c(=O)n3C)cc1OC	-15%
64	COc1cccc(NC(=O)CN(C)C(=O)c2ccc(NC(=O)CC3SC(N4CCCC4)=NC3=O)cc2)c1 (stereo not drawn)	-2%
65	Cc1nc(-n2nc(C)c(Cc3ccccc3Cl)c2C)sc1C(=O)N1CCC(C)CC1	-10%
66	CC(C)N(C)c1ncnc2c1ncn2[C@H]1CN(Cc2ccc(-c3ccccc3)cc2)C[C@@H](CO)O1	4%
67	CN(C)c1ccc(O)c2c1C[C@@H]1C[C@H]3C(N(C)C)C(=O)C(C(N)=O)=C(O)[C@@]3(O)C(=O)C1=C2O (stereo partly drawn)	2%
68	N#CC1=C(N)OC2=C(C(=O)CCC2)C1Cc1ccccc1 (stereo not drawn)	3%
69	CC(C)COc1ccccc1C1CC(=O)Nc2cc3c(cc21)OCO3 (stereo not drawn)	4%
70	Cc1nc(CC(=O)Nc2cccc(C)c2C)cs1	0%
71	CCOC(=O)C1CCN(c2nc3c(S(=O)(=O)c4ccccc4)nnn3c3ccc(Cl)cc23)CC1	5%
72	CCc1ccccc1NC(=O)CSc1nnc(-c2nonc2NC(C)=O)n1C	-2%

Part of the list above, as labelled records:
72: CCc1ccccc1NC(=O)CSc1nnc(-c2nonc2NC(C)=O)n1C
  TbPYK inhibitor = -2%
62: Cc1cccc(N(C)C(=O)CN(C)S(=O)(=O)c2ccc3[nH]c4c(c3c2)CCCC4)c1
  TbPYK inhibitor = -10%

(listing goes on)
entry	molecule	TbPYK inhibitor
73	Cc1ccc(S(=O)(=O)c2nnn3c2nc(NC2CCCCCC2)c2sccc23)cc1C	-2%
74	COc1ccc(NC(=O)c2cccc3c(-c4cnn(C)c4)coc23)cc1	6%
75	O=C(c1c[nH]c2ccc(S(=O)(=O)Nc3ccccc3F)cc2c1=O)N1CCCCCC1	-5%
76	CC(=O)Nc1ccc(C(=O)N2CCCCC2c2cc(C(=O)Nc3cccc4c3CCCC4)no2)cc1 (stereo not drawn)	0%
77	Cc1ccc(-c2cnc(C(O)c3cc(C)cc(C)c3)[nH]2)cc1 (stereo not drawn)	0%
78	Cc1cc(C)c(NC(=O)CSc2nc3ccccc3c3nc(CCn4cncc4C)nn23)c(C)c1	-2%
79	O=C1c2ccccc2C(c2nnnn2Cc2ccccc2)N1CCc1ccc(O)cc1 (stereo not drawn)	0%
80	CCC(c1nnnn1-c1ccc2c(c1)OCCO2)N1CCN(c2ccccc2OC)CC1 (stereo not drawn)	-11%
81	Cc1ccc(S(=O)(=O)c2cn(CC(=O)Nc3cccc(Cl)c3)c3ccccc3c2=O)cc1	2%
82	CNc1cncc(-c2ccc(OC)cc2OC)n1	1%
83	COc1cc(C(=O)N2CCCCC2c2cc(C(=O)N3CCOCC3)no2)cc(OC)c1C (stereo not drawn)	-5%
84	Nn1c(-c2cccc(O)c2)nnc1-c1cccc(O)c1	-2%

Reprinted at random: 7 entries already listed
entry	molecule	TbPYK inhibitor
81	Cc1ccc(S(=O)(=O)c2cn(CC(=O)Nc3cccc(Cl)c3)c3ccccc3c2=O)cc1	2%
77	Cc1ccc(-c2cnc(C(O)c3cc(C)cc(C)c3)[nH]2)cc1 (stereo not drawn)	0%
83	COc1cc(C(=O)N2CCCCC2c2cc(C(=O)N3CCOCC3)no2)cc(OC)c1C (stereo not drawn)	-5%
78	Cc1cc(C)c(NC(=O)CSc2nc3ccccc3c3nc(CCn4cncc4C)nn23)c(C)c1	-2%
79	O=C1c2ccccc2C(c2nnnn2Cc2ccccc2)N1CCc1ccc(O)cc1 (stereo not drawn)	0%
75	O=C(c1c[nH]c2ccc(S(=O)(=O)Nc3ccccc3F)cc2c1=O)N1CCCCCC1	-5%
84	Nn1c(-c2cccc(O)c2)nnc1-c1cccc(O)c1	-2%

(further entries)
entry	molecule	TbPYK inhibitor
85	COc1ccc(OC)c(-n2nnc(-c3nc(-c4ccc5c(c4)OCO5)no3)c2C)c1	5%
86	O=C(NC1CC1)c1cccc(NC(=O)C2CCCC2)c1	6%
87	CC(C)(C)OC(=O)N1CCC(c2c(C(=O)N3CCN(c4ccccn4)CC3)cnn2-c2ccccc2)CC1	5%[15.4 µM]
88	COc1ccc(NC(=O)CSc2oc(-c3cccs3)nc2S(=O)(=O)c2ccc(Br)cc2)c(OC)c1	-4%
89	Cc1cc(C)c2c(=O)cc(C(=O)Nc3ccc(S(=O)(=O)Nc4onc(C)c4C)cc3)oc2c1	-3%
90	CN(Cc1nc(-c2ccc(Cl)cc2)no1)S(=O)(=O)c1ccccc1	-10%
91	CCOC(=O)c1cccc(NC(=O)CC2C(=O)N(c3ccccc3)C(=O)N2Cc2ccco2)c1 (stereo not drawn)	4%
92	COc1ccc(NC(=O)C[C@H]2C(=O)N(C3CCCCC3)C[C@@H]2c2ccccc2)cc1	0%
93	Cc1cn2c(=O)c(S(=O)(=O)Nc3ccc(OC(F)(F)F)cc3)c(C)nc2s1	3%
94	CC(C)(C)C(=O)Nc1ccc2nc(SCCOc3ccccc3Cl)sc2c1	1%
95	Cc1ccccc1NC(=O)c1ccc(CNS(=O)(=O)c2ccc3c(c2)C(C)(C)C(=O)N3C)cc1	-4%
96	CN(C(=O)c1cccc(NC(=O)Cc2ccc(NC(=O)C3CCCN(C(=O)C4CCCC4)C3)cc2)c1)C1CC1 (stereo not drawn)	-13%
97	C[C@]12CC[C@@H](O)C[C@@H]1CC[C@@H]1[C@@H]2CC[C@]2(C)C(=O)[C@H](O)C[C@@H]12	-10%
98	Cc1cc2oc(=O)cc(CN3CCCC3)c2cc1C	-13%
99	Cc1ccc(C)c(NC(=O)Cn2c(=O)n(Cc3ccco3)c(=O)c3ccc(C(=O)NC4CCCC4)cc32)c1	-5%
100	Cc1ccc(NC(=O)CSc2nc3nc(C)c(Cc4ccccc4)c(C)n3n2)cc1	21%
101	O=C(Nc1ccccc1-c1nc2ccccc2s1)c1cc(Cl)cc(Cl)c1	2%
102	CCOC(=O)N1CCC(NC(=O)c2cnn(-c3cccc(F)c3)c2-n2cccc2)CC1	-2%[15.4 µM]
103	COc1ccc(Nc2nc3ccc(C)cc3nc2-n2nc(C)cc2C)cc1Cl	-8%
104	CC1(C(=O)O)CCN1C(=O)c1cccc(C(F)(F)F)c1 (stereo not drawn)	0%
105	O=C1CC(c2ccccc2)Oc2ccccc21 (stereo not drawn)	-4%

Screening data deposited in PubChem BioAssay by National Center for Advancing Translational Sciences (NCATS).
